p53ts 39C kill: qHTS Screen for Compounds that Selectively Target Cancer Cells with p53 Mutations: Cytotoxicity of p53ts Cells at the Nonpermissive Temperature; H1299-p53A138V viability at 39C, ATP luminescence, 24 h; AID 902, 2007; hit rate 1.5% among 130,000; Potency, µM (doses to about 46.1 µM), without a hit: at the top dose activity change, negative = cell killing, hits mostly cytotoxic; further: nearly all actives have a fitted effect of over 55% in size
IkB sig inh: IkB Signaling; ABC-DLBCL IkBa-CBG/CBR dual luciferase ratio, 4 h; response scale: scaled: untreated 0%, proteasome inhibitor 100%; Potency, µM (titrated, usually from 57.1 µM), for inactives: top-dose IkBa stabilization activation; hit rate 0.04% among 110,000; AID 445, 2006; active means well fitted curve in the direction sought with a large enough effect in the signal ratio, not every such curve was filed as active; inconclusive means small, poorly fitted or top-dose-only effect, or a change in a side signal; the % refers to the signal ratio;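 further: the direction sought is a rising ratio; 0% = basal untreated cells and 100% = reference inhibitor full response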
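In this assay, an IκBα–CBG68 fusion accumulates when IKK-driven degradation is blocked; native CBR normalizes for cell number. OCI-Ly3 cells were treated 4 h with compound and doxycycline, then green and red light read after Chroma-Glo addition.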
Imprint erasure: qHTS Assay for Compounds that Induce Erasure of Genomic Imprints; mouse ES Peg3-LacZ reporter, beta-gal luminescence, 40 h; Potency, µM (doses to about 60.7 µM), for the others: at the highest dose activity change, positive = activation, usual class: activators; hit rate 0.02% among 110,000; AID 1948, 2009;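 further: 0% = negative control wells on the plate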
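Readout: BetaGlo luminescence (5 min, room temp) for LacZ from the normally silent maternal Peg3 allele in female Peg3LacZ-Neo ES cells. Cells 300/well, 40 h, 37C, 5% CO2. Data normalized per plate to negative controls.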
p53ts 32C kill: qHTS Screen for Compounds that Selectively Target Cancer Cells with p53 Mutations: Cytotoxicity of p53ts Cells at the Permissive Temperature; hit rate 0.93% among 130,000; H1299-p53A138V at 32C, ATP luminescence viability, 24 h; Potency, µM (highest dose often 46.1 µM), for inactives: at the highest dose activity change, negative = cytotoxicity, most hits filed as cytotoxic; AID 924, 2007;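 further: 0% = DMSO and -100% = full killing by reference compound; nearly all actives have a fitted effect of over 55% in size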
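H1299-p53 A138V cells (temperature-sensitive p53) exposed 24 h to up to 46 uM compound at 32C, where p53 is wild-type in conformation. Viability read as ATP luminescence and normalised to DMSO and 100 uM tamoxifen. AC50 fitted with the Hill equation.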
An asterisk follows results filed as active; ? = inconclusive; nt = no result given; [ ] = dose if it differs, or a comment. Unless noted, the call rests on the fitted dose curve; in most records, active means well fitted curve in the direction sought with a large enough effect; inconclusive means small, poorly fitted or top-dose-only effect, or another doubt; inactive means no such curve, though single readings can be large; an effect the other way counts as inactive or inconclusive. Unless noted, on the % scale 0 is the no-effect control and ±100 the full control effect; potency means the concentration at half of the fitted maximal effect.

SMILES	p53ts 39C kill	IkB sig inh	Imprint erasure	p53ts 32C kill
N#Cc1ccccc1N=C1CCCN1Cc1ccccc1	-4%	-1.0%	-15%	3%
COc1ccc(NC(=O)CCSc2nc(-c3ccco3)cc(C(F)(F)F)n2)cc1OC	1%	0.2%	1%[10.9 µM]	-1%
CSc1cc2c(cc1C(F)(F)F)N(C(=O)Nc1cccnc1)CC2	-3%	0.2%	15%	-3%
COc1ccc(C2C3=C(CC(C)(C)CC3=O)Oc3ncn(CC(C)C)c(=N)c32)cc1 (stereo not drawn)	0%	-1.0%	-16%	1%
CCc1nc(Oc2cccc(F)c2)c2oc3ccccc3c2n1	-15%	-1.4%	19%[10.9 µM]	14%
Cn1c(Cn2c(=O)sc3ccccc32)nnc1SCc1cccc(F)c1	8%	0.6%	-22%	-1%
O=C1C(C=NCCN2CCOCC2)=C(O)c2ccccc21	-1%	4.8%	-40%[inhibitor]	-13%
CC(CCc1ccccc1)NC(=O)Cn1ncc2c3ccccc3n(Cc3ccccc3)c2c1=O (stereo not drawn)	-15%	0.5%	-11%[10.9 µM]	-4%
COc1ccc(Cn2nnnc2C(c2cc3cc(C)ccc3[nH]c2=O)N2CCOCC2)cc1 (stereo not drawn)	-17%	2.5%	9%	6%
Cc1nc2ccccc2n1CCc1nc2c3ccccc3nc(SCc3cccc(F)c3)n2n1	-16%	-1.0%	-18%[10.9 µM]	-16%
O=C(Nc1ccccn1)C(=O)N1CCCCC1	6%	nt	nt	-4%
COc1ccc(Cl)cc1NC(=O)Cn1cnc2sc(C)c(S(=O)(=O)N3CCN(c4ccccc4OC)CC3)c2c1=O	19%	?	-5%[10.9 µM]	9%
CN(C)c1ccc(C2CC(c3c(O)n(C4CCCCC4)c(=O)[nH]c3=O)=Nc3ccccc3S2)cc1 (stereo not drawn)	-2%	0.0%	-12%[10.9 µM]	-2%
Cc1csc(=O)n1CCC(=O)O	-1%	2.3%	12%	6%
COc1ccc(C(=O)N2CCC3(CC2)CCN(C(c2ccccc2)c2ccccc2)CC3)cc1	-5%	5.6%[11.4 µM]	nt	17%
CCOc1ccc(-c2cc(C(=O)NCc3ccc(OCC)c(OC)c3)[nH]n2)cc1	-21%	-1.2%	-8%[10.9 µM]	0%
CCN(C(=O)c1ccco1)c1nnc(-c2ccc(OC)cc2)s1	?	nt	nt	?
CCN(C(=O)CN1CCN(C)CC1)c1cccc2ccccc12	0%	0.7%	-17%	12%
CCC/C=C(\CCC)C(NS(=O)(=O)c1ccc(C(F)(F)F)cc1)c1ccc(-c2ccccc2)cc1 (stereo not drawn)	23%	nt	-2%	19%
O=C(NC1=NCCS1)Nc1ccccc1	16µM*	4.9%	-87%[inhibitor]	10µM*
CCCNC(=O)C(CC)n1nc(CC)n2c(cc3oc(C)cc32)c1=O (stereo not drawn)	-13%	-2.5%	-9%[10.9 µM]	1%
COc1ccc(S(=O)(=O)N(C)CC(=O)Nc2c(F)cccc2F)cc1	9%	3.9%	8%	10%
COc1ccc(C)cc1Nc1nc2c(S(=O)(=O)c3cc(C)ccc3C)nnn2c2ccsc12	-6%	-1.0%	-10%[10.9 µM]	-6%
CCOC(=O)N1CCN(c2cc3[nH]c(=S)[nH]c3cc2F)CC1	-13%	1.4%	17%	-2%
COc1c(Cl)cc(C(=O)N(Cc2ccc(C)o2)C2CCS(=O)(=O)C2)cc1Cl (stereo not drawn)	-7%	-0.5%	-4%[10.9 µM]	3%

(more compounds)
SMILES	p53ts 39C kill	IkB sig inh	Imprint erasure	p53ts 32C kill
COc1ccc(OC)c(NC(=O)CSC2=Nc3ccccc3C3=NC(CC(=O)NCCc4ccccc4)C(=O)N23)c1 (stereo not drawn)	44%[activator]	1.7%	?	9%
O=C(O)C1C2C=CC(C2)C1C(=O)Nc1ccc2c(c1)OCCO2 (stereo not drawn)	0%	?	-17%	-1%
Cc1ccc(Nc2nc(CSc3nnnn3-c3ccccc3)cs2)cc1	-4%	?	-18%	-7%
CCc1ccc2[nH]c(=O)c(CN(CCN(C)C)C(=O)Nc3ccccc3OC)cc2c1	-14%	-0.1%	-8%	-7%
Cc1csc2ncc(C(=O)Nc3ccc(C(F)(F)F)cc3)c(=O)n12	-5%	-2.6%	-8%	-6%
Cc1cccc(-n2c3nc(=O)n(C)c(=O)c-3cc3c(C)nn(-c4ccccc4)c32)c1C	29%	1.7%	-5%[10.9 µM]	8%
Cc1ccc2c(=O)c(C(=O)c3ccc(F)cc3)cn(CC(=O)NCc3ccccc3Cl)c2n1	12%	?	-9%[10.9 µM]	1%
O=C(Oc1cc2oc(=O)c3c(c2cc1Cl)CCCC3)c1ccco1	9%	-1.3%	-32%[inhibitor]	13%
CCOc1ccc(-c2cn3c(n2)sc2cc(C(=O)NCCCN4CCCCCC4)ccc23)cc1	20%	0.7%	-13%[10.9 µM]	8%
O=C(Cn1ccc2cc(S(=O)(=O)N3CCCCC3)ccc21)NCCc1ccc(Cl)cc1	-25%	0.6%	7%[10.9 µM]	-1%
Cc1[nH]c2ccc(-c3nnc(SCC(=O)c4ccccc4F)o3)cc2c1C	?	1.9%	0%	?
O=C(CSc1nnc2sc3ccccc3n12)NCc1ccco1	-14%	-2.9%	-18%	3%
CCOc1ccc(-n2c(=O)cc(N3CCN(c4ccccc4)CC3)[nH]c2=O)cc1	-1%	-1.3%	-5%	-4%
O=C(NCC1CCCO1)c1cccc(-n2cnnn2)c1 (stereo not drawn)	4%	1.7%	-8%	10%
O=C(c1ccco1)N1CCN(C(=O)c2cnn3c(C(F)(F)F)cc(-c4cccs4)nc23)CC1	8%	-4.8%	-19%	13%
O=C(CCNS(=O)(=O)c1cccc2nonc12)N1CCN(c2cccc(Cl)c2)CC1	-17%	?	-19%	11%
O=C(CCN1C(=O)c2ccccc2C1=O)NC1=NCCS1	-5%	-0.4%	-3%	-6%
COc1ccccc1CNc1n[nH]c(NCc2ccccc2OC)n1	17%	0.5%	-6%	5%
CCOC(=O)C1CCCN(C(=O)C2CCCN(S(C)(=O)=O)C2)C1 (stereo not drawn)	-5%	-0.2%	0%	-4%
O=P(O)(CCCP(=O)(O)CCc1ccccc1)CCc1ccccc1	6%	0.1%	4%	5%
CCOc1ccc(C2/C(=C(\O)c3cccc(OC)c3)C(=O)C(=O)N2c2cc(C)on2)cc1OC (stereo not drawn)	10%	0.5%	3%	1%
COC(=O)c1[nH]c2ccc(C)cc2c1NC(=O)CN1CCCC(C)(C)C1	1%	?	-18%	2%
Cc1cc2oc(=O)cc(CN3CCN(C/C=C/c4ccccc4)CC3)c2cc1O	-4%	?	-23%	0%
CC(C)CN1CCC2(CC1)CCN(C(=O)c1csnn1)CC2	3%	2.9%[11.4 µM]	nt	-3%
Cn1cc(S(=O)(=O)N2CCCC2)cc1C(=O)Nc1ccc(F)cc1F	0%	?	-13%[10.9 µM]	-4%

A draw from above in order of molecular weight, smallest number first.
SMILES	p53ts 39C kill	IkB sig inh	Imprint erasure	p53ts 32C kill
O=C(CCN1C(=O)c2ccccc2C1=O)NC1=NCCS1	-5%	-0.4%	-3%	-6%
CC(C)CN1CCC2(CC1)CCN(C(=O)c1csnn1)CC2	3%	2.9%[11.4 µM]	nt	-3%
COc1ccccc1CNc1n[nH]c(NCc2ccccc2OC)n1	17%	0.5%	-6%	5%
Cc1csc2ncc(C(=O)Nc3ccc(C(F)(F)F)cc3)c(=O)n12	-5%	-2.6%	-8%	-6%
O=P(O)(CCCP(=O)(O)CCc1ccccc1)CCc1ccccc1	6%	0.1%	4%	5%
Cc1[nH]c2ccc(-c3nnc(SCC(=O)c4ccccc4F)o3)cc2c1C	?	1.9%	0%	?
Cc1cc2oc(=O)cc(CN3CCN(C/C=C/c4ccccc4)CC3)c2cc1O	-4%	?	-23%	0%
CCOc1ccc(-n2c(=O)cc(N3CCN(c4ccccc4)CC3)[nH]c2=O)cc1	-1%	-1.3%	-5%	-4%
Cc1cccc(-n2c3nc(=O)n(C)c(=O)c-3cc3c(C)nn(-c4ccccc4)c32)c1C	29%	1.7%	-5%[10.9 µM]	8%
Cc1ccc2c(=O)c(C(=O)c3ccc(F)cc3)cn(CC(=O)NCc3ccccc3Cl)c2n1	12%	?	-9%[10.9 µM]	1%
COc1ccc(OC)c(NC(=O)CSC2=Nc3ccccc3C3=NC(CC(=O)NCCc4ccccc4)C(=O)N23)c1 (stereo not drawn)	44%[activator]	1.7%	?	9%

Next structures follow.
SMILES	p53ts 39C kill	IkB sig inh	Imprint erasure	p53ts 32C kill
CCOC(=O)C(C)n1cnc2c(oc3ccccc32)c1=O (stereo not drawn)	-10%	0.2%	-19%	-18%
Cc1ccc(NC(=O)CCc2nc3cccnc3n2-c2ccccc2)cc1	-1%	?	7%[10.9 µM]	7%
Cc1c(NC(=O)CSc2nc3c(cnn3-c3ccccc3)c(=O)[nH]2)c(=O)n(-c2ccccc2)n1C	6%	-1.4%	0%	7%
Cc1c(C(=O)O)oc2ccc(S(=O)(=O)NCc3ccc(F)cc3)cc12	15%	1.1%	-7%	5%
COc1ccccc1CNC(=O)c1ccc(CS(=O)(=O)c2ccccc2OC)o1	1%	1.8%	-13%	7%
N#CC1=C(N)Oc2n[nH]c(-c3ccc(F)cc3)c2C1c1cccc(OC(=O)N2CCOCC2)c1 (stereo not drawn)	-6%	-1.1%	7%	1%
COC(=O)c1ccccc1NC(=O)c1nc2nc(C)cc(C(F)F)n2n1	13%	0.8%	3%	3%
CCOC(=O)N1CCC(N2C(=O)c3ccccc3C2Nc2ccc(Cl)cn2)CC1 (stereo not drawn)	10%	-3.0%	1%	10%
O=C(COC(=O)C1(c2ccccc2F)CCCC1)N1CCN(C(=O)c2ccco2)CC1	-1%	0.7%	1%	2%
Cc1cnc(CNc2nc(-c3ccccc3C(F)(F)F)nc3ccccc23)cn1	-1%	-0.7%[11.4 µM]	-13%	5%
COC(=O)C1(Cc2ccccc2)C=C2C(=C(C(C)C)C(=O)C2C)CN1 (stereo not drawn)	-26%	nt	-5%	-3%
Cc1noc(C)c1COC(=O)COc1ccc2c(C)cc(=O)oc2c1	-9%	-0.4%	-3%	9%
CCCOC(=O)CCc1n[nH]c(=O)[nH]c1=O	-2%	-0.2%	-3%	-5%
Cc1ccc(N(CC(C)C)S(=O)(=O)c2nnc(NC(=O)c3ccco3)s2)cc1	-19%	0.8%	-4%[10.9 µM]	4%
Cn1c(=O)oc2cc(S(=O)(=O)N3CCC(C(=O)N4CCN(c5ccccc5F)CC4)CC3)ccc21	-5%	?	-10%[10.9 µM]	-1%
CCOC(=O)c1nnn(-c2nonc2NC(C)=O)c1C	-4%	-1.0%	2%	-26%
Cc1cnc(=O)[nH]c1SCC(=O)Nc1nc2ccccc2s1	?	4.3%	-8%[10.9 µM]	1%
Fc1ccccc1Cn1c(-c2ccccc2)nc2ccccc21	?	?	-3%[10.9 µM]	-12%
CC(C)=CCCC1(C)C=Cc2c(O)c3c(c(CC=C(C)C)c2O1)OC12C(=CCCC1C(C)(C)O[C@@]2(C/C=C(\C)C(=O)O)C(=O)O)C3=O (stereo partly drawn)	24%	nt	-3%	19%
COc1ccc(NC(=O)CCN2CCN(CCO)CC2)c(OC)c1	25%	-0.2%	24%[10.9 µM]	5%
CCN1C(=O)CC(N2CCC(C(=O)N3CCOCC3)CC2)C1=O (stereo not drawn)	7%	-0.3%	-22%	4%
O=C(CSc1nc2ccccc2nc1Cc1ccccc1)N1CCc2ccccc21	3%	-0.1%	2%[10.9 µM]	-2%
COc1ccc(C(=O)CSc2nc3cccnc3n2C)cc1	-1%	nt	nt	3%
O=C(COC(=O)Cc1ccsc1)NC1CCCCCC1	-5%	0.2%	-7%	-7%
